Dengue virus CPE: Dengue virus cytopathic effect inhibitors, cell-based, CPE readout, HTS (AID 540333) | Dengue virus CPE inhibition in host cells; stronger effect = higher value | CPE inhibition, % at 20 µM | actives 3.1% (n = 10,000); in the data active = CPE inhibition mostly above about 9.1%, no sharp cut-off; inactive = mostly below about 7.2%
* hit, by the source's call; i = inactive. Not all compounds are listed. The share of hits here may be higher or lower than overall.

SMILES	Dengue virus CPE
O=C(N/N=C/c1ccc(N2CCOCC2)o1)c1cccc([N+](=O)[O-])c1	0.1
COc1cc(C(=S)N2CCOCC2)ccc1OC(=O)c1cc([N+](=O)[O-])cc([N+](=O)[O-])c1	i
O=S(=O)(NC1CCCCC1Sc1ncccn1)c1ccccc1 (stereo not drawn)	i
CCCNC(=S)N1CCN(C)CC1	i
O=C(OCc1c(-c2ccccc2)ncc2ccccc12)c1ccc(Br)cc1	5.8
Cc1occc1-c1n[nH]c(=S)n1-c1ccccc1	0.6
C/C=C/c1ccc(OCCCCOc2c(OC)cccc2OC)c(OC)c1	0.6
O=C(COC(=O)C1CCN(S(=O)(=O)c2cccc3cccnc23)CC1)c1ccccc1	1.2
COCC(=O)Nc1ccc([N+](=O)[O-])cc1C	1.1
COc1ccc(C2CC(c3ccccc3)=NN2c2ccc(N)cc2)cc1 (stereo not drawn)	3.9
Cc1ccccc1NS(=O)(=O)c1ccc(OCCNS(C)(=O)=O)cc1	i
COc1ccc(NC(=O)Nc2ccc(Cc3ccncc3)cc2)c(OC)c1	i
CCOc1ccc(Oc2c(/C=N/NC(=O)COc3ccccc3OC)c(C)nn2-c2ccccc2)cc1	i
c1ccc(CC[C@@H]2CC[C@@H](CCc3ccccc3)N2)cc1	3.5
CCCCn1c(SCc2nc3ccccc3s2)nc2ccccc2c1=O	i
O=C(Nc1ccc(-c2nc3ccccc3s2)cc1)C1=COCCO1	0.1
Cc1ccc(S(=O)(=O)Nc2cccc3c2CCCC3)cc1	0.3
CCOC(=O)/C(=C\c1ccc(OC(F)F)cc1)C1=Nn2c(nnc2-c2ccc(Cl)cc2)SC1	i
CCCNC(=S)Nc1ccc(Cl)cc1Cl	0.0
Cc1ccc(NC(=S)/N=C(\N)Nc2nc(C)c3cc(C)ccc3n2)c(C)c1	7.8
COc1cc(CNC2CCCCCCC2)cc(Br)c1OCC#N	i
O=C(NNC(=O)C1CC2CCC1C2)c1sc2ccccc2c1Cl (stereo not drawn)	0.5
Cc1ccccc1-n1nc(CSc2nc3ccccc3[nH]2)c(-c2ccccc2)c1N	2.1
CC(=O)Nc1ccc(NC(=O)C(C)OC(=O)CNC(=O)c2sc3ccccc3c2Cl)cc1 (stereo not drawn)	1.2
Cc1onc(-c2c(F)cccc2Cl)c1C(=O)NC(=S)NCc1cccnc1	i
c1ccc(CN2C3=NCCN3c3ccccc32)cc1	0.6
CCC(=O)N1CCN(CCN=CC2=C(O)CC(c3ccc(OC)cc3)CC2=O)CC1 (stereo not drawn)	i
CC(=O)N(c1ccccc1)c1nc(/C=C/C(=O)Nc2c(C)cc(C)cc2C)cs1	1.0
Cc1ccc(-n2c(=O)c3ccc(C(=O)NCc4ccco4)cc3n(Cc3ccccc3C#N)c2=O)cc1	0.8
O=C(Nc1nc2c(s1)CCCC2)c1cc(-c2ccccc2)nc2ccccc12	5.2
CCOC(=O)C(NC(=O)Nc1ccc(C(N)=O)cc1)(c1ccccc1)C(F)(F)F (stereo not drawn)	0.1
CCn1cc([N+](=O)[O-])c(C(=O)Nc2ccn(Cc3ccccc3)n2)n1	i
CCC1COCCS(=O)(=O)N1Cc1ccc(C)cc1 (stereo not drawn)	i
S=C(NCc1cccc(Cl)c1)NC1CCCCC1	4.5
CCCCCC(=O)Nc1ccccc1N1CCOCC1	0.4
COCCCN(C(=S)Nc1c(C)cc(C)cc1C)C(C)c1ccncc1 (stereo not drawn)	0.0
COc1ccc(C(=O)Nc2ccc(Cl)c(S(=O)(=O)Nc3ccccc3OC)c2)cc1	5.4
COc1cccc(Nc2nc3ccccc3n2C(C)C)c1	1.8
CC(=O)Nc1ccc(S(=O)(=O)Oc2ccc(C=O)cc2)cc1	0.1
c1ccc2c(c1)OCCOCCOCCOCCOc1ccccc1OCCOCCOCCO2	5.2

21 neighbouring entries already listed:
SMILES	Dengue virus CPE
Cc1ccc(S(=O)(=O)Nc2cccc3c2CCCC3)cc1	0.3
CCOC(=O)/C(=C\c1ccc(OC(F)F)cc1)C1=Nn2c(nnc2-c2ccc(Cl)cc2)SC1	i
CCCNC(=S)Nc1ccc(Cl)cc1Cl	0.0
Cc1ccc(NC(=S)/N=C(\N)Nc2nc(C)c3cc(C)ccc3n2)c(C)c1	7.8
COc1cc(CNC2CCCCCCC2)cc(Br)c1OCC#N	i
O=C(NNC(=O)C1CC2CCC1C2)c1sc2ccccc2c1Cl (stereo not drawn)	0.5
Cc1ccccc1-n1nc(CSc2nc3ccccc3[nH]2)c(-c2ccccc2)c1N	2.1
CC(=O)Nc1ccc(NC(=O)C(C)OC(=O)CNC(=O)c2sc3ccccc3c2Cl)cc1 (stereo not drawn)	1.2
Cc1onc(-c2c(F)cccc2Cl)c1C(=O)NC(=S)NCc1cccnc1	i
c1ccc(CN2C3=NCCN3c3ccccc32)cc1	0.6
CCC(=O)N1CCN(CCN=CC2=C(O)CC(c3ccc(OC)cc3)CC2=O)CC1 (stereo not drawn)	i
CC(=O)N(c1ccccc1)c1nc(/C=C/C(=O)Nc2c(C)cc(C)cc2C)cs1	1.0
Cc1ccc(-n2c(=O)c3ccc(C(=O)NCc4ccco4)cc3n(Cc3ccccc3C#N)c2=O)cc1	0.8
O=C(Nc1nc2c(s1)CCCC2)c1cc(-c2ccccc2)nc2ccccc12	5.2
CCOC(=O)C(NC(=O)Nc1ccc(C(N)=O)cc1)(c1ccccc1)C(F)(F)F (stereo not drawn)	0.1
CCn1cc([N+](=O)[O-])c(C(=O)Nc2ccn(Cc3ccccc3)n2)n1	i
CCC1COCCS(=O)(=O)N1Cc1ccc(C)cc1 (stereo not drawn)	i
S=C(NCc1cccc(Cl)c1)NC1CCCCC1	4.5
CCCCCC(=O)Nc1ccccc1N1CCOCC1	0.4
COCCCN(C(=S)Nc1c(C)cc(C)cc1C)C(C)c1ccncc1 (stereo not drawn)	0.0
COc1ccc(C(=O)Nc2ccc(Cl)c(S(=O)(=O)Nc3ccccc3OC)c2)cc1	5.4

(more compounds)
SMILES	Dengue virus CPE
CC(C)CC(=O)Nc1ccc2nn(-c3ccccc3)nc2c1	i
Cc1cccc(C(=O)NC(=S)NNC(=O)c2cccs2)c1	2.9
O=c1cc(O)c2sc3nc(-c4ccccc4)cc(C(F)(F)F)c3c2[nH]1	i
COc1ccc(C(=O)n2nc(-c3ccc(OC)cc3)nc2N)cc1	i
O=C(CNC(=O)c1ccccc1)Nc1cccc(C(F)(F)F)c1	i
Cc1ccnc(NS(=O)(=O)c2ccc(NC(=O)c3ccc(S(=O)(=O)N4CCOCC4)cc3)cc2)n1	2.5
Cc1ccc(OCC(=O)NCC(=O)Nc2ccc(F)c(F)c2F)c([N+](=O)[O-])n1	0.3

Bioassay records as filed in PubChem.
